# Furin inhibitor – human furin inhibition | P09958 | AID 463115 | actives 0.061% (n = 220,000) | purified furin, fluorogenic substrate cleavage | inhibition, % at 30 µM; in the data active = inhibition above about 25%; also: inactives centre near -15
# Target sequence (P09958 108-714 limits assumed): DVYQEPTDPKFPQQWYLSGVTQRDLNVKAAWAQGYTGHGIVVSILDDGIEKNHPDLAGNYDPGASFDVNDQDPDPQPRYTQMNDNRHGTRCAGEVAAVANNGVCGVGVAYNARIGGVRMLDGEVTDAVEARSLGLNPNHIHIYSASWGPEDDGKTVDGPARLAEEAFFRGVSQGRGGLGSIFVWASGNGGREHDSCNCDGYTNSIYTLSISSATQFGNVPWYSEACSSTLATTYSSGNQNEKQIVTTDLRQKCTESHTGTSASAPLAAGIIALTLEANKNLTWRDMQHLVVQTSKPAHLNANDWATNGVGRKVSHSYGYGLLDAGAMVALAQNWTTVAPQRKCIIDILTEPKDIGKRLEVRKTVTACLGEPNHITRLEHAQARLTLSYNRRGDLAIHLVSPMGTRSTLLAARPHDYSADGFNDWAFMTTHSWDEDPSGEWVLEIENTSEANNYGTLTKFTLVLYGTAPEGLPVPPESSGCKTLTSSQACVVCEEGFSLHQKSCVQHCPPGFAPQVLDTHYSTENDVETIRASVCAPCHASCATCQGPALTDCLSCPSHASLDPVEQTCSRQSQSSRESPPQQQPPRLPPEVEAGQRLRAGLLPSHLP
# Calpain2 inh – inhibitors of pig calpain II | purified calpain II, fluorogenic peptide substrate, 30 min | inhibition, % at 16 µM | actives 0.37% (n = 220,000);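 active = inhibition above about 50%, limit read from the data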
# zfTRPN1 agonist – agonists of zebrafish TRPN1 channel. AID 1424. activation, % at 3 µM. HEK293 zebrafish TRPN1-YFP, Fluo-8 calcium fluorescence; 100% = response to 87 µM carbachol. actives 0.18% (n = 220,000);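 active = activation above its plate's cutoff, the mean activation of test wells on that plate plus 3 SD, cut at about 19% in these data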;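 also: 0% = DMSO alone and 100% = 87 µM carbachol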
#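 System: zebrafish TRPN1-YFP in HEK293 cells / Dosing: 3 µM single point / Timing: dye loading 1 h at 37 °C, then 30 min room temperature / Signal: Fluo-8 calcium fluorescence, excitation 470-495 nm, emission 515-575 nm / Read-out basis: percent activation from peak over basal fluorescence ratio, control-normalized / Control set: high carbachol 87 µM, low DMSO alone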
# Thrombin inh – inhibitors of human thrombin; actives 0.26% (n = 220,000); alpha-thrombin, Boc-VPR-AMC fluorogenic substrate cleavage; P00734; inhibition, % at 5 µM;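 active = inhibition at or above 40%; inactive = inhibition below 40%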;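 also: 0% = enzyme with no compound and 100% = wells without enzyme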
#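 Material: human alpha-thrombin protein; Also added: Boc-VPR-AMC substrate, 15 µM final; Timing: enzyme reaction carried out at room temperature; Signal: fluorescence, ex 355 nm, em 460 nm; Measure: % inhibition of thrombin; Controls: enzyme without compound as high, wells lacking enzyme as low.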
# TRPML3 ag – activates the human TRPML3 channel. Q8TDD5. HEK293 TRPML3-YFP, Fluo-8 calcium fluorescence; 100% = the carbachol control signal. activation, % at 3 µM. actives 0.29% (n = 220,000). AID 1448;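 active = activation above its plate's cutoff, the mean activation of the plate's test wells plus 3 SD, cut at about 12% in these data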;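 also: 0% = DMSO only wells and 100% = carbachol wells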
#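 Material: TRPML3-YFP stable HEK293 cells | Dosing: One concentration, 3 µM nominal, 0.3% DMSO | Timing: 125 s total fluorescence read per well | Technique: Fluo-8 calcium dye fluorescence, ex 470-495, em 515-575 nm | Measure: Percent activation from peak-to-basal fluorescence ratio, scaled between DMSO and carbachol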
# TbHK1 inh – T. brucei hexokinase 1 inhibition | recombinant TbHK1, G6PDH-coupled NADH A340 | inhibition, % at 10 µM | actives 0.11% (n = 220,000) | AID 1430;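 active = inhibition of 50% or more in the single-dose primary screen; inactive = inhibition below 50%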
# EBV gp42 block – inhibitors of Epstein-Barr virus glycoprotein 42. Fluorescence polarization binding assay, mP read-out. actives 0.42% (n = 220,000). inhibition, % (tested at 21.74 µM); in the data active = inhibition above about 50%
# Target sequence (Q1HVG2 whole entry, looked up): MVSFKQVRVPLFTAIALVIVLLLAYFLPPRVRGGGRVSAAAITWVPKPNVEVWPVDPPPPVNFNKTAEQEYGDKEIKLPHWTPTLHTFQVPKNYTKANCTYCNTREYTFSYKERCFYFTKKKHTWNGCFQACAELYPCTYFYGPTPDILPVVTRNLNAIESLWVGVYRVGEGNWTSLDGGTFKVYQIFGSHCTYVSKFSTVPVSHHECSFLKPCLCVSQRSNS
# PPC-1+TRAIL kill – kills PPC-1 cancer cells in the presence of TRAIL; PPC-1 cells + TRAIL, ATPLite viability luminescence; actives 0.41% (n = 220,000); cell killing (% activity), % at 4 µM; AID 1443;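 active = cell killing above 50% in the first pass at 4 µM, then a duplicate retest at 5 µM averaging 50% or more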;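 also: plate controls were cells with TRAIL plus DMSO for no effect and medium-only wells lacking cells for full effect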
# KCC2 mod – KCC2 (human) Cl- transport modulation | Q9H2X9 | KCC2 cells, thallium flux FluoZin-2 fluorescence | B-score of Tl+ flux slope (higher = more flux/activation; lower = inhibition) at 10 µM | actives 2.2% (n = 190,000);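 active = thallium flux slope and its plate-corrected score both differing from the plate sample mean at a set confidence after two filtering rounds, in either direction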;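 also: slope of fluorescence scaled to starting intensity during 10 to 20 s after thallium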
# Starred values were filed as active, the others as inactive; i = inactive; x = not tested or not shown; & = joins results of further samples; [ ] = another dose, or the depositor's remark. Random draw from the library; overall some 3.6% were active at least once.
nr	smiles	Furin inhibitor	Calpain2 inh	zfTRPN1 agonist	Thrombin inh	TRPML3 ag	TbHK1 inh	EBV gp42 block	PPC-1+TRAIL kill	KCC2 mod
1	CCCc1nnc(NC(=O)CSc2ncn[nH]2)s1	-20	-14	3.4	4	-0.8	-6	3	-15	-0.044
2	CCN(CC)S(=O)(=O)c1cccc(C(=O)NN2Cc3ccccc3C2=N)c1	-14	2	0.4	-4	0.2	-5	3	-5	1.6
3	CS(=O)(=O)N(CC(=O)N1CCN(c2ccccc2F)CC1)c1cc(C(F)(F)F)ccc1Cl	-21[20 µM]	-4	-2.7	2	0.3	-3	-17	13	-0.51
4	COc1ccc(NC(=S)N(CCN(C)C)C(C)c2ccco2)cc1 (stereo not drawn)	-15	-7	1.4	-3	0.7	20	-12	-3	-0.46
5	O=S(=O)(c1ccccc1)c1nc(Nc2ccccc2N2CCOCC2)sc1Cl	-24	3	-1.4	-8	-0.2	-4	0	-12	-0.56
6	O=C(NCc1cccs1)c1cc2c(s1)CS(=O)(=O)C2	-12[20 µM]	14	0.4	2	-0.1	-2	-16	-8	-0.98
7	Cc1nnc(SCC(=O)c2ccc(Cl)cc2)n(N)c1=O	-1	4	0.2	3	0.0	-31	-2	8	0.69
8	COc1ccc(/C=N/Nc2ncnc3sc4c(c23)CCCC4)cc1OC	-25	4	0.3	-6	0.3	-8	8	24	-1.4
9	O=C(/C=C/c1cn(-c2ccccc2)nc1-c1ccc2c(c1)OCCO2)NCCCN1CCOCC1	-15	-78	2.9	4	1.5	-16	-13	18	0.7
10	C=CCc1ccc(OCc2ccc(C(=O)OC)o2)c(OC)c1	-10[20 µM]	-8	0.8	-4	-0.2	-3	-20	25	0.53
11	O=C(/C=C1\SC(=O)NC1=O)Nc1ccc(F)cc1	-33	-11	0.5	-2	1.3	-9	-7	-19	-1.1
12	CCn1c(SCc2nc(-c3cccs3)no2)nnc1-c1c[nH]c2ccccc12	-27[20 µM]	8	6.0	-7	0.7	11	-4	10	-0.82
13	Cc1nc2nc(C)c(CCC(=O)O)c(C)n2n1	0[20 µM]	-48	-0.5	-7	0.0	-2	-1	13	0.17
14	O=C(N/C=C/c1ccccc1)Nc1ccc(Cl)cc1	-17	-10	9.8	-2	8.7	-2	-12	16	-1.1
15	COc1ccc(C(=O)/C=C/Nc2ccc(S(=O)(=O)Nc3ncccn3)cc2)cc1	-8	-33	-0.1	-1	0.5	-12	-21	24	0.001
16	CCOc1cc(NC(=O)c2cccs2)c(OCC)cc1NC(=O)CCC(=O)NCc1ccccn1	-12	5	0.8	1	0.7	-27	-14	-11	0.79
17	COc1ccc(-c2ccc(C#N)c(OC)n2)cc1	-45	-299	0.4	-16	0.0	-12	-19	13	x
18	S=C(Nc1ccc(Nc2ccccc2)cc1)NN1CCOCC1	-15	-18	2.4	-2	1.6	-5	-9	-16	0.85
19	O=C(NCc1cccs1)c1cc(-c2ccncc2)nc2ccc(Br)cc12	-17	-58	1.7	4	0.5	-6	6	15	-0.86
20	Nc1ccc(S(=O)(=O)O)cn1	-11&-11&-10	6&4&-21	1.7&1.1&0.8	-5&1	0.4&0.2&1.1	-6&-4&0	-13&-15&-4	-3&3	0.023&-0.81&0.4

nr	smiles	Furin inhibitor	Calpain2 inh	zfTRPN1 agonist	Thrombin inh	TRPML3 ag	TbHK1 inh	EBV gp42 block	PPC-1+TRAIL kill	KCC2 mod
21	COc1cc(/C=C2\SC(=N)N(c3ccc4c(c3)OCO4)C2=O)cc(OC)c1O	-1	-11	1.8	-1	1.7	-4	-3	28	0.22
22	Cc1ccccc1S(=O)(=O)Cc1ccc(C(=O)N2CCN(c3ccc(F)cc3)CC2)o1	-11	16	2.9	-3	0.5	0	-10	1	-1.8
23	N#Cc1cc2c(nc1SC1CC(=O)N(c3ccccc3)C1=O)CCC2 (stereo not drawn)	-32	0	1.5	-1	0.4	1	-19	-6	x
24	COC(=O)[C@@H]1CCCN1Cc1c(C(=O)N2CCOCC2)nc2c(C)cccn12	-17	-14	1.5	-3	1.3	-7	-1	4	-0.21
25	CC(C)COC(=O)C(C#N)c1nc2ccccc2nc1N1CCN(Cc2ccccc2)CC1 (stereo not drawn)	-13[20 µM]	-18	-1.4	-1	0.6	-6	-3	0	-0.55
26	COc1c(OC(C)=O)ccc(/C=C/c2ccc3cccc(OCc4ccccc4)c3n2)c1[N+](=O)[O-]	-1	-29	0.7	-15	0.4	-4	-9	21	0.031
27	Cc1cccc(N(CC(=O)NCc2ccccc2)C(=O)Cn2nnc(-c3ccc(C)o3)n2)c1	-13	21	-1.2	-2	-0.2	5	3	5	x
28	CN1C(=O)NC(c2ccccc2)C2=C1CN(CCc1ccccc1)C2=O (stereo not drawn)	-24[20 µM]	8	0.6	-3	0.5	-2	-16	-7	-0.84
29	O=C1C2CCCN2C(=O)N1CCCCN1CCN(CCO)CC1 (stereo not drawn)	-22	-7	0.8	2	0.9	-13	6	-3	0.17
30	CN(C(=O)COC(=O)c1cc(Br)c(Br)s1)C1CCS(=O)(=O)C1 (stereo not drawn)	-9	-10	0.4	-3	0.6	32	-12	20	0.72
31	COc1cc(CNCc2ccccc2)cc(Cl)c1OC	-23	15	0.5	-2	1.3	6	-2	16	-1.1
32	O=C(Cc1coc2ccc3ccccc3c12)NCc1cccs1	-14	1	-1.2	-2	-0.6	-3	-13	10	-0.29
33	Cc1sc2nc(C)n(/N=C/c3ccccc3)c(=O)c2c1C	-12[20 µM]	18	-0.6	-6	0.4	-11	2	6	0.054
34	COc1ccccc1NC(=O)Nc1nn(C)c2cccc(OC)c12	-8	-1	-1.7	-6	-1.0	-2	-3	-6	-0.77
35	CC1(C)OC(=O)C(=NNc2ccc(Cl)cc2)C(=O)O1	-7[20 µM]	-14	0.7	4	1.1	-48	-15	3	0.054
36	CCOC(=O)C1CCN(C(c2cccnc2)c2c(NC(=O)c3ccco3)sc(C)c2C)CC1 (stereo not drawn)	14	-7	1.0	0	-1.3	-7	-13	20	x
37	COCCn1c(N)c(C(=O)OCc2ccccc2)c2nc3ccccc3nc21	-58	i	0.2	-8	-1.0	-11	46	13	-1.7
38	c1ccc(-c2ncc3ccccn23)cc1	-11	-64	1.3	1	-0.1	-5	-12	-16	-0.89
39	O=C(COC(=O)c1ccc(F)cc1)Nc1cc(S(=O)(=O)N2CCOCC2)ccc1N1CCCC1	-14	22	-1.2	-3	-1.3	3	-2	15	1.8
40	O=C(CC(O)(c1ccccc1)C(F)(F)C(F)F)c1cccs1 (stereo not drawn)	-18[20 µM]	11	-1.7	0	0.4	5	-23	20	-0.95

# Part of the list above in order of length of the SMILES, descending.
nr	smiles	Furin inhibitor	Calpain2 inh	zfTRPN1 agonist	Thrombin inh	TRPML3 ag	TbHK1 inh	EBV gp42 block	PPC-1+TRAIL kill	KCC2 mod
27	Cc1cccc(N(CC(=O)NCc2ccccc2)C(=O)Cn2nnc(-c3ccc(C)o3)n2)c1	-13	21	-1.2	-2	-0.2	5	3	5	x
21	COc1cc(/C=C2\SC(=N)N(c3ccc4c(c3)OCO4)C2=O)cc(OC)c1O	-1	-11	1.8	-1	1.7	-4	-3	28	0.22
34	COc1ccccc1NC(=O)Nc1nn(C)c2cccc(OC)c12	-8	-1	-1.7	-6	-1.0	-2	-3	-6	-0.77

# The results go on:
nr	smiles	Furin inhibitor	Calpain2 inh	zfTRPN1 agonist	Thrombin inh	TRPML3 ag	TbHK1 inh	EBV gp42 block	PPC-1+TRAIL kill	KCC2 mod
41	COc1cc(OC)cc(C(=O)N2CCN(C(=O)c3ccc(-c4ccccc4)cc3)CC2)c1	-19	-67	-1.3	-3	-0.2	-5	1	x	-1.4
42	CC(C)(C)C(=O)/C=c1\[nH]c(=O)/c(=C\c2ccc(C#N)cc2)s1	-14	3	0.5	-1	0.4	-21	12	6	30*
43	COc1cc(OC)cc(C(=O)NCc2n[nH]c(=S)n2-c2ccccc2OC)c1	-18[20 µM]	10	6.1	-3	-0.1	4	-4	18	0.98
44	CN(C)c1ccc(/C=N/NC(=O)c2ccccc2O)o1	-17	-51	-0.8	2	0.2	-14	-58	5	5.1*
45	O=C(NCC1CCCO1)C1CCCCN1S(=O)(=O)c1ccc(F)cc1 (stereo not drawn)	-23	-22	-0.5	1	0.7	5	-16	32	-0.72
46	CCCNC(=O)NC(=O)COC(=O)c1ccc(S(=O)(=O)N(C)c2ccccc2OC)cc1	-21	21	0.6	3	-0.1	1	-1	9	-1.1
47	O=S(=O)(c1ccccc1)c1ncc(C(F)(F)F)cc1O	-32	-38	-0.2	-4	-0.6	-5	-17	13	0.64
48	CN(C)CCCNC(=O)c1cc(C(=O)Cc2ccccc2)c[nH]1	-15	-3	0.3	-3	0.8	1	-3	-14	-0.36
49	CN(C)C(=O)c1cc(C(=O)c2ccccc2Cl)c[nH]1	-17	9	0.7	1	0.3	-4	-13	10	1.8
50	COc1ccc(/C=N/NC(=O)C2c3ccccc3-c3ccccc32)cc1	-18	0	0.2	-7	0.5	1	-10	16	-0.096
51	O=C(COc1ccc2ccccc2c1Br)Nn1cnnc1	3[20 µM]	42	1.5	1	1.3	-2	-19	0	-4.7*
52	CC(C)CNC(=O)C1CCCN(C(=O)NCc2ccccc2)C1 (stereo not drawn)	-24	0	0.9	-5	-0.1	3	-11	11	0.13
53	c1ccc(CC2CCN(c3nc4ccccc4n4cnnc34)CC2)cc1	-9[20 µM]	-7	-1.3	2	0.3	-4	-22	12	0.041
54	C/C(=N\Nc1ccc(C#N)cc1[N+](=O)[O-])c1ccc(C)o1	1	-1	-0.9	0	1.5	-37	-12	4	-0.42
55	O=C(CCC1CCCC1)Nc1ccccc1-c1ccccc1	-15	25	-1.3	-2	0.3	-1	4	4	-0.021
56	CCOC(=O)c1nnn(CC(=O)Nc2cccc(F)c2)c1C(=O)OCC	-18[20 µM]	-14	3.2	1	1.2	-3	-4	24	x
57	O=c1oc2c(CN3CCCCC3)c(O)ccc2c2c1CCCC2	-67[20 µM]	i	-0.4	-43	0.7	-35	5	14	0.45
58	COc1ccccc1/C=N/NC(=O)C(=O)N1CCN(c2ccccc2OC)CC1	-9	23	-1.4	-2	0.4	19	-17	12	-0.61
59	CC1CCc2c(nc3ncnn3c2N2CC(C)OC(C)C2)C1 (stereo not drawn)	-11	15	0.5	2	1.0	-5	-13	8	-0.11
60	CCOc1ccc(OC(=O)NC(c2ccccc2)C(Cl)(Cl)Cl)cc1 (stereo not drawn)	-19	34	0.0	7	0.6	9	-20	7	-0.21

nr	smiles	Furin inhibitor	Calpain2 inh	zfTRPN1 agonist	Thrombin inh	TRPML3 ag	TbHK1 inh	EBV gp42 block	PPC-1+TRAIL kill	KCC2 mod
61	Fc1ccc(-c2csc(-c3ccccn3)n2)cc1F	1	-19	-1.6	-4	-0.2	-9	-9	9	0.19
62	COc1ccc(C(CNC(=O)Cc2ccccc2F)N2CCCCC2)cc1 (stereo not drawn)	-19	42	0.8	0	0.0	11	-11	15	-0.71
63	O=C(N1CCOCC1)N1CCN(c2ccccc2)CC1	-11[20 µM]	11	1.6	-5	0.9	-1	-5	8	1.2
64	O=S(=O)(Nc1ccccc1N1CCCCC1)c1ccc(Cl)s1	-16[20 µM]	-4	-2.9	-18	139*	8	-19	11	12*
65	COc1ccc(C2c3ccc4ccccc4c3Oc3ncn(CCN4CCOCC4)c(=N)c32)cc1OC (stereo not drawn)	-9	-2	2.4	-2	1.2	-12	-9	-2	0.06

# Assay outcomes as filed in PubChem.
